Compound activity: PubChem, National Center for Advancing Translational Sciences (NCATS)
HEK293 tox: qHTS of GLP-1 Receptor Inverse Agonists: Cytotox Screen; HEK293 cAMP-luciferase reporter cells, luminescence, 24 h; Potency, µM (titrated, usually from 38.3 µM), for the others: at the highest dose activity change, negative = inhibition, actives largely listed as inhibitors; hit rate 0.13% among 410,000; AID 624418, 2012;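 note: loss of luciferase light is scored as toxicity; potency is the fitted concentration of half-maximal effect; % is set by controls: 0 for no effect and ±100 for the full control effect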
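MLSMR compounds, 24 hr on cells at 37 deg C/5% CO2; luminescence after luciferase reagent (12 min RT). Inhibition counted as the undesired cytotoxic outcome.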
GLP1R inv ag: qHTS of GLP-1 Receptor Inverse Agonists (Inhibition Mode). Glucagon-like peptide 1 receptor (Homo sapiens), P43220. HEK293 GLP-1R CRE-luciferase, luminescence, 24 h; GLP-1R form is constitutively active. Potency, µM (top dose mostly 38.3 µM), for inactives: top-dose activity change, negative = inhibition, hits mostly inhibitors. hit rate 1.6% among 410,000. AID 624417, 2012; note: potency is the fitted concentration of half-maximal effect; % is set by controls: 0 for no effect and ±100 for the full control effect; nearly all actives have a fitted effect of over 55% in size
Target sequence (P43220 whole entry, looked up): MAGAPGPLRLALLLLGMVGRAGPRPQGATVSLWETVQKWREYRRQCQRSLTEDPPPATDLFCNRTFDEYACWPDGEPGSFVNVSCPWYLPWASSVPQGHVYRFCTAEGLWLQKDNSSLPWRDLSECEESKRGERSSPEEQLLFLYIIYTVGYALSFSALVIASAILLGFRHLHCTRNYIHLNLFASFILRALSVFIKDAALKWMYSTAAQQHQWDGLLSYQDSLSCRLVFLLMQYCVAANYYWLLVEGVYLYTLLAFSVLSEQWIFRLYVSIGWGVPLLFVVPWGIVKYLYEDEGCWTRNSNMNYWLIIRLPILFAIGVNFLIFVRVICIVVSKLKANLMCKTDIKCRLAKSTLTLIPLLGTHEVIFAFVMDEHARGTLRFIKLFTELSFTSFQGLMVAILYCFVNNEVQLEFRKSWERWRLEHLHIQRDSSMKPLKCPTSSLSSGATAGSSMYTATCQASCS
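Inverse agonism was detected as reduced cAMP-driven luciferase luminescence after 24 h compound treatment. The cells were HEK293 clones expressing constitutively active human GLP-1R with the reporter. Reporter-only and GPR119 cell lines served as counterscreen controls.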
D3 ag: qHTS of D3 Dopamine Receptor Agonist: qHTS | D(3) dopamine receptor (Homo sapiens), P35462 | D3R DiscoveRx beta-arrestin cells, luminescence, 90 min | max activation, % | hit rate 0.58% among 410,000; in the data active = max activation above about 30%; note: 0% is about no effect; mostly tested at two doses, the higher about 12 µM
Target sequence (P35462 whole entry, looked up): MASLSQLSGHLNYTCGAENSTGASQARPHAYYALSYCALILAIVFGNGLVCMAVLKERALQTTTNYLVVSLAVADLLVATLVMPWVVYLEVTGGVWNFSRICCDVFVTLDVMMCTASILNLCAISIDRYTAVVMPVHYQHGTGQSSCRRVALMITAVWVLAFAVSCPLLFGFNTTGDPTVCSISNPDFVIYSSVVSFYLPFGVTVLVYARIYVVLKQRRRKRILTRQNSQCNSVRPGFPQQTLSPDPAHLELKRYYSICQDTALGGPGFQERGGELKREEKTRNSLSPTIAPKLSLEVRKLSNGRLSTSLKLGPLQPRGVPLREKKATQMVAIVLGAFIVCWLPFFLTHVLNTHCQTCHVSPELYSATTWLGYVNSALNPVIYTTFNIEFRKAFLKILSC
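Cells at 1500/well, incubated overnight, then treated with pinned compounds (dopamine as control) for 90 min at 37 degrees C. DiscoveRx reagent added for 30 - 60 minutes at room temperature; luminescence read.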
Starred values were filed as active, the others as inactive; ? = inconclusive; [ ] = dose if it differs, or a comment. Unless noted, calls come from the whole dose curve; as a rule, active = well fitted curve in the direction sought with a large enough effect; inconclusive = small, poorly fitted or top-dose-only effect, or another doubt; inactive = no such curve, though single readings can be large; an effect the other way counts as inactive or inconclusive.

Results follow in this order: HEK293 tox, GLP1R inv ag, D3 ag
(1) COc1ccc(NC(=O)CN2C(=O)C(c3ccc(C(C)(C)C)cc3)=NC2(C)C)cc1Cl
    6%, -9%, 7
(2) CCCc1cc(=O)[nH]c(Nc2ccccc2O)n1
    3%, -13%, 7
(3) COCCCNC(=O)c1[nH]c2cc(OC)ccc2c1Sc1ccc(C)cc1
    -11%, 2%, 2
(4) CCOC(=O)c1c(S(=O)(=O)N2CCC(C(=O)Nc3ccc(F)cc3F)CC2)c(C)n(C)c1C
    -12%, 24%, 6
(5) CCOC(=O)c1ccc(OC(=O)c2cn(-c3ccc(C)cc3)c(=O)c3ccccc23)cc1
    -5%, ?, 4
(6) CCOC(=O)c1c(C)[nH]c(C)c1S(=O)(=O)N(C)CC(=O)NCc1ccc(Cl)cc1
    -3%, -17%, -22
(7) O=S(=O)(c1ccccc1)c1nnn2c1nc(NCc1ccc(Cl)cc1)c1sccc12
    -2%, 1%, -4
(8) CCc1cccc(C)c1Nc1c(-c2cccs2)nc2nc(C)cc(C)n12
    34%[activator], 3%, -3
(9) O=C(CSc1oc(-c2ccco2)nc1S(=O)(=O)c1ccc(Cl)cc1)c1ccc(Cl)cc1
    5%, ?, -7
(10) COc1cc(OC)cc(C(=O)Nc2ccc(S(=O)(=O)N3CCCCC3c3cccnc3)cc2)c1 (configuration not stated)
    ?, 7.1µM*, -35
(11) O=C(c1ccc2c(c1)N(Cc1ccccc1)C(=O)c1ccccc1S2(=O)=O)N1CCN(c2ccccn2)CC1
    4%, 5%, 7
(12) Cc1cccc(NC(=O)CSc2nnc(N)s2)c1
    -11%, 12%, -17
(13) COc1ccccc1N1CCN(C(CNC(=O)C(=O)NCc2cccnc2)c2cccnc2)CC1 (configuration not stated)
    2%, 3%, 0
(14) CC(=O)N1c2ccccc2CC1C(=O)N1CCN(c2ccccc2)CC1 (configuration not stated)
    -7%, -6%, 9
(15) Cc1cccc2nc(-c3cccc(NS(=O)(=O)c4ccccc4)c3)cn12
    1%, 5%, -13
(16) CC(=O)N1CCCc2cc(S(=O)(=O)N(Cc3ccccc3)C(C)C)ccc21
    -14%, ?, 5
(17) CCn1c(C(=O)N2CCCC(C(=O)N3CCN(c4ccccc4)CC3)C2)cc2sccc21 (configuration not stated)
    52%[activator], -2%, -4
(18) CCCCCOc1ccc(/C=C/C(=O)Nc2sc3c(c2C(=O)OCC)CCC3)cc1OC
    0%, 2%, -10
(19) CCC(Oc1ccccc1)C(=O)Nc1ccc2oc(-c3ccc(OC)cc3)nc2c1 (configuration not stated)
    -2%, 18%, 6
(20) CC(C)(C)OC(=O)N1CCC(c2c(C(=O)NCc3ccccn3)cnn2-c2ccccc2Cl)CC1
    3%, 0%, -8

Ordered by number of heavy atoms (descending): part of the list above
Results follow in this order: HEK293 tox, GLP1R inv ag, D3 ag
(13) COc1ccccc1N1CCN(C(CNC(=O)C(=O)NCc2cccnc2)c2cccnc2)CC1 (configuration not stated)
    2%, 3%, 0
(4) CCOC(=O)c1c(S(=O)(=O)N2CCC(C(=O)Nc3ccc(F)cc3F)CC2)c(C)n(C)c1C
    -12%, 24%, 6
(1) COc1ccc(NC(=O)CN2C(=O)C(c3ccc(C(C)(C)C)cc3)=NC2(C)C)cc1Cl
    6%, -9%, 7
(7) O=S(=O)(c1ccccc1)c1nnn2c1nc(NCc1ccc(Cl)cc1)c1sccc12
    -2%, 1%, -4
(6) CCOC(=O)c1c(C)[nH]c(C)c1S(=O)(=O)N(C)CC(=O)NCc1ccc(Cl)cc1
    -3%, -17%, -22
(15) Cc1cccc2nc(-c3cccc(NS(=O)(=O)c4ccccc4)c3)cn12
    1%, 5%, -13

The list continues.
Results follow in this order: HEK293 tox, GLP1R inv ag, D3 ag
(21) Cc1cc(C)c(NC(=O)CCCN2C(=O)COc3ccc(C)cc32)c(C)c1
    -8%, -6%, -5
(22) COc1ccc(CNS(=O)(=O)c2ccc(-c3cc(C(F)(F)F)on3)s2)cc1OC
    -9%, ?, -4
(23) CCOC(=O)c1c(NC(=O)c2cc(-c3ccc(OC)cc3)on2)sc(C)c1C
    7%, 3%, 1
(24) Cc1nn(C)c2c1c(-c1ccccc1)cc(=O)n2Cc1ccccc1C#N
    10%, -4%, 2
(25) CC(C)c1ccc(NC(=O)c2cc(S(=O)(=O)N3CCc4ccccc4C3)ccc2F)cc1
    0%, -1%, 0
(26) O=C(COc1ccccc1F)OCc1cc(=O)n2nc(-c3cccs3)sc2n1
    3%, 5%, -10
(27) COC(=O)c1c(-c2ccc(Cl)cc2)noc1N1CCN(c2ccc(F)cc2)CC1
    -3%, 8%, 64*
(28) Cc1c(Cl)cccc1NC(=O)C1CCCN(c2nnc(-n3c(C)ccc3C)s2)C1 (configuration not stated)
    -8%, -15%, -3
(29) O=C(CC1N=C2c3ccccc3N=C(SCc3ccccc3Cl)N2C1=O)NC1CCCCC1 (configuration not stated)
    -28%, ?, -8
(30) CCCCOc1ccc(C(=O)N(Cc2nc(-c3ccc(Cl)cc3)no2)C(C)C)cc1
    -1%, ?, 13
(31) COc1ccc(-n2cc(-c3ccc4c(c3)OCO4)n(CC(=O)Nc3cccc(C)c3)c2=O)cc1
    -16%, ?, -11
(32) CC(=O)Nc1nonc1-c1nnc(SCc2ccccc2)n1C
    14%, 10%, 1
(33) Cc1cc(C)cc(NC(=O)Cn2c(=O)n(Cc3ccc4c(c3)OCO4)c(=O)c3oc4ccccc4c32)c1
    -21%, -5%, -40
(34) COc1ccc(-c2nn(C)c3sc(C(=O)N4CCN(c5cc(Cl)ccc5C)CC4)cc23)cc1OC
    -4%, 1%, 22
(35) CCOc1ccc(-n2c(=O)c3c4c(sc3n(Cc3cccc(Cl)c3)c2=O)CCCC4)cc1
    -1%, 7%, 2
(36) Cc1cccc(Cn2cccc2CNS(=O)(=O)c2ccccc2F)c1
    3%, ?, 0
(37) Cc1ccc(-c2cc(C(=O)OCC(=O)c3ccccc3)c3cccc(Cl)c3n2)cc1
    0%, -2%, -8
(38) Cc1ccc(C)c(N2CCN(C(=O)Cn3c(-c4cccs4)cc4ccccc43)CC2)c1
    6%, ?, 1
(39) Cc1noc(NS(=O)(=O)c2ccc(NC(=O)c3ccc(Br)cc3)cc2)c1C
    8%, 9%, 3
(40) CCOc1cc(-c2nc(-c3ccc(-c4ccccc4)nc3OCC)no2)cc(OCC)c1OCC
    3%, 7%, -16
(41) Cc1ccn2c(=O)cc(COc3ccc(NC(=O)COc4ccc(Cl)cc4)cc3)nc2c1
    -2%, 3%, 2
(42) Cc1cccc(N2CCN(C(=O)c3c(C)oc4ncnc(N5CCOCC5)c34)CC2)c1C
    0%, 7%, -3
(43) Cc1ccccc1CNC(=O)C(=O)NCC(c1ccco1)S(=O)(=O)c1cccs1 (configuration not stated)
    0%, 1%, -6
(44) Cc1ccccc1NC(=O)CSc1nc2ccc(NC(=O)c3cccs3)cc2s1
    -5%, -4%, 5
(45) COc1ccc(N2CCN(C(=O)CCn3cnc4onc(-c5ccc(F)cc5)c4c3=O)CC2)cc1
    -13%, ?, -3
(46) COc1ccc(C(=O)c2c(N)c(C(=O)Nc3ccccc3Cl)c3ccccn23)cc1
    14%, 4%, -13
(47) COc1ccc(-c2c(C)nn3c(C(F)(F)F)cc(C)nc23)cc1OC
    11%, 16%, -2
(48) Cc1c(NC(=O)c2ccccc2)cc(C(C)C)c(O)c1S(=O)(=O)c1ccc(Cl)cc1
    3%, ?, 0
(49) CCOc1ccc(OCC)c(NC(=O)Cn2ncc3c4ccccc4n(Cc4ccccc4)c3c2=O)c1
    -6%, 5%, 5
(50) CSc1ncc(C(=O)Nc2cc(C)cc(C)c2)c(-c2ccccc2)n1
    1%, -11%, -12
(51) CC(C)c1ccc(NC(=O)c2cc3sc(Cl)cc3n2C)cc1
    0%, -28%, -21
(52) COc1ccc(CCNC(=O)c2ccc(Cn3c(SCc4ccccc4)nc4cccnc43)cc2)cc1
    1%, -1%, 9
(53) COc1ccc(NC(=O)c2c(NCc3cccs3)sc3c2CCCCC3)cc1
    -11%, 0%, -21
(54) Cc1ccccc1NC(=O)c1c(NC(=O)Cc2ccccc2)sc2c1CCC2
    10%, -4%, 4
(55) O=C(Nc1ccc(SC(F)F)cc1)c1cc(-c2ccc3c(c2)OCCO3)on1
    8%, -29%, 6
(56) COc1ccc(CNC(=O)c2cc3cccc4c3n2CC(C)S4)c(OC)c1 (configuration not stated)
    -11%, 7.9µM*, -2
(57) CCOc1ccc(CCNC(=O)c2ccc3c(c2)c(C)c(C)n3C)cc1
    1%, ?, 6
(58) COc1ccccc1NC(=O)CSc1nnc(-c2nonc2NC(C)=O)n1-c1ccccc1
    -8%, 3%, 3
(59) COc1ccc(OC)c(CCNC(=O)c2cc3cccc4c3n2CC(C)S4)c1 (configuration not stated)
    0%, ?, 6
(60) COc1ccc(C2C(C(=O)Nc3ccccc3OC)=C(C)Nc3c(C(=O)Nc4ccccc4)cnn32)c(OC)c1 (configuration not stated)
    -7%, ?, -20
(61) COC(=O)c1ccc(NC(=O)CCc2c(C)nn(-c3ccc(N4CCCC4)nn3)c2C)cc1
    2%, 12%, -2
(62) CCN1CCN(C(c2cccc(F)c2)c2c(O)cc(C)n(CCOC)c2=O)CC1 (configuration not stated)
    18%, 2%, 2
(63) Cc1ccc(Nc2c3c(nc4nc(-c5cccs5)nn24)CCCC3)cc1F
    -8%, 1%, 18
(64) CCOc1ccc(N(C)S(=O)(=O)c2ccc3c(c2)C(C)(C)C(=O)N3C)cc1
    4%, 16%, 1
(65) Cc1cccc(CSc2nc3cccnc3n2Cc2ccc(C(=O)NCc3ccco3)cc2)c1
    -14%, -2%, -9
(66) COc1ccc(CC(=O)Nc2ccc(-c3nc4ccccc4s3)c(C)c2)cc1OC
    12%, 7%, 2
(67) COC(=O)c1cc2oc3ccccc3c2n1Cc1cc(C)ccc1C
    5%, 11%, -9
(68) COc1ccc(/C=C/C(=O)Nc2ccc3nc4c(c(Nc5ccc(OC)c(OC)c5)c3c2)CCCC4)cc1
    4.5µM*, 8.9µM*, -21
(69) CC(=O)c1cc2c(cc1NC(=O)c1cnn(-c3ccc(C)cc3)c1-n1cccc1)OCO2
    3%, 10%, -8
(70) COc1cccc(CN(C(=O)c2ccc(C(C)(C)C)cc2)C2CCS(=O)(=O)C2)c1 (configuration not stated)
    2%, -3%, 9
(71) CCC(=O)Nc1ccccc1-c1nc2ccccc2n(CC(=O)Nc2ccc(C)c(C)c2)c1=O
    -8%, 7%, 3
(72) COCCNC(=O)c1sc2nc3n(c(=O)c2c1C)CCC3
    11%, 1%, 4
(73) CCOc1ccc(CCNC(=O)c2cnc3sc(N4CCC(C)CC4)nn3c2=O)cc1
    -1%, 3%, -2
(74) CCCCn1cc(S(=O)(=O)c2ccc(OCC)cc2)c(=O)c2cc(OC)c(OC)cc21
    -4%, 4%, 5
(75) O=C(Cn1ncc2c3ccccc3n(Cc3cccc(Cl)c3)c2c1=O)N1CCCCCC1
    0%, ?, 8
(76) COCCNC(=O)c1ccc2c(c1)N(Cc1cc(C)ccc1C)C(=O)c1ccccc1S2(=O)=O
    -7%, -9%, 4
(77) CCOc1ccc(C(=O)c2oc3ccccc3c2NC(=O)c2cc(-c3ccc(Cl)cc3)on2)cc1
    -3%, -12%, -6
(78) CCOC(=O)c1ccc(NC(=O)c2cc3c([nH]c2=O)CC(c2ccccc2)CC3=O)cc1 (configuration not stated)
    -2%, -4%, 2
(79) Cc1ccc(C)c(N2CCN(C(=O)CN3C(=O)CSc4c3c(C)nn4-c3ccccc3)CC2)c1
    1%, 12%, 0
(80) Cc1cc(C)n(C(C)CC(=O)NCc2ccc(N(C)C)cc2)n1 (configuration not stated)
    7%, -1%, -3

New compounds follow
Results follow in this order: HEK293 tox, GLP1R inv ag, D3 ag
(81) O=C(CSc1nccn1Cc1ccccc1)NCc1ccco1
    1%, 14%, -3
(82) Cc1cccc(N2CCN(S(=O)(=O)c3ccc(-c4cc(C(F)(F)F)on4)s3)CC2)c1C
    -6%, 2%, 6
(83) CCCn1cnc2cc(NCc3ccccc3OCC)ccc21
    -2%, -14%, 0
(84) O=C(Nc1nc2n(n1)C(c1ccccc1)C=C(c1ccc(Cl)cc1)N2)c1ccco1 (configuration not stated)
    138%[activator], -11%, -2
(85) CCc1ccc(Oc2nc3c(C)cccn3c(=O)c2/C=C(\C#N)c2nc3ccccc3s2)cc1
    2%, 10%, 6
(86) Cc1cc(C)c(NC(=O)CN2c3ccccc3S(=O)(=O)c3ccccc32)c(C)c1
    9%, -29%, -2
(87) O=C(Nc1ccc(Br)cc1)N1CCC(CN2CCCC2)CC1
    -1%, -25%, -13
(88) CCOC(=O)C(CC)Sc1nnc2[nH]c(=O)cc(C)n12 (configuration not stated)
    14%, -10%, -15
(89) Cc1ccc(CNC(=O)C2CCCN(c3ncnc4onc(-c5ccc(F)cc5)c34)C2)cc1 (configuration not stated)
    -1%, -4%, 2

These rows are one share of the data, so the mix of outcomes need not match the whole.
